G6PDH CS: L. mesenteroides G6PDH inhibition counter-screen | Purified L. mesenteroides G6PDH, diaphorase/resazurin coupled fluorescence, 45 min | inhibition, % at 5 µM | 0.12% of 200,000 active; in the data active means inhibition above about 50%
STAT3 blocker: STAT3 signaling inhibition | U3A cells, IL-6 STAT3-luciferase reporter, luminescence; host cell line lacks STAT1 | inhibition, % at 5.5 µM | 0.89% of 190,000 active;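 active means inhibition above the mean inhibition across all screened compounds plus 3 SD, cut at about 44% in these data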;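 further: 0% = DMSO only wells and 100% = 100 µM nifuroxazide control wells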
Hsp70 activator: switches on Hsp70 transcription. 0.04% of 200,000 active. HeLa Hsp70 promoter luciferase reporter, luminescence; scaled: vehicle 0, proteasome-inhibitor control 100%. AID 1203. activation, % at 10 µM;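 active means activation above the mean across all tested compounds plus 3 SD, cutoff set per campaign, cut at about 5.5% in these data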;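 further: 100% = MG132 at 30 µM as the positive control and 0% = DMSO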
STAT3 act: STAT3 signaling activation | U3A cells, IL-6 STAT3-luciferase reporter, luminescence; 100% = signal with IL-6 EC80 alone | activation (% of control), % at 5.6 µM | 0.91% of 190,000 active | AID 871;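 active means activation above the screen-wide mean of compound activation plus 3 SD, cut at about 130% in these data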;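 further: 0% = background luminescence of wells with medium and substrate only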
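Test system: STAT3-luciferase reporter U3A cells; Detection: reporter luminescence signal; Times: 1 h compound pre-exposure, 6 h IL-6 stimulation, 37 °C; Benchmarks: IL-6-only high control; Also added: IL-6 stimulus at 33 ng/mL final.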
APP 5UTR inh: APP translation inhibition. 0.82% of 190,000 active. inhibition, % at 2 µM. SH-SY5Y APP 5'UTR-luciferase reporter, luminescence;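 active means inhibition above a set limit, derived from the sample mean plus 3 SD, cut at about 45% in these data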; further: values of inactives mirror those of a sister screen read the other way
Diaph act CS: activates diaphorase or chemically reduces, flagging diaphorase assay artifacts; Diaphorase/resazurin coupled assay, resorufin fluorescence, 16 min; stronger effect = higher value; 1 = vehicle wells, 0 = NADH-free wells; activation factor at 20 µM; 0.005% of 190,000 active; AID 1229;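 active means diaphorase activity raised at least twofold by the compound at 20 µM; inactive means activation factor below 2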
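Material: Clostridium kluyveri diaphorase, purified enzyme; Quantity: enzyme 0.07 U/mL final; Medium: HEPES pH 7.4 buffer with MgCl2 and Tween 20; Dosing: single compound dose of 20 µM, 1% DMSO final; Schedule: 16 min reaction at room temperature; Measured by: red resorufin fluorescence at 544/590 nm excitation/emission.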
TLR4 MyD88 comp: TLR4-MyD88 interaction inhibition in cells; inhibition, % at 8.4 µM; HeLa CL3-4 TLR4/MyD88 BLA complementation, FRET ratio; 0.18% of 200,000 active; in the data active means inhibition above about 25%;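 further: 0% = vehicle and 100% = reference inhibitor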
Target sequence (O00206 whole entry, looked up): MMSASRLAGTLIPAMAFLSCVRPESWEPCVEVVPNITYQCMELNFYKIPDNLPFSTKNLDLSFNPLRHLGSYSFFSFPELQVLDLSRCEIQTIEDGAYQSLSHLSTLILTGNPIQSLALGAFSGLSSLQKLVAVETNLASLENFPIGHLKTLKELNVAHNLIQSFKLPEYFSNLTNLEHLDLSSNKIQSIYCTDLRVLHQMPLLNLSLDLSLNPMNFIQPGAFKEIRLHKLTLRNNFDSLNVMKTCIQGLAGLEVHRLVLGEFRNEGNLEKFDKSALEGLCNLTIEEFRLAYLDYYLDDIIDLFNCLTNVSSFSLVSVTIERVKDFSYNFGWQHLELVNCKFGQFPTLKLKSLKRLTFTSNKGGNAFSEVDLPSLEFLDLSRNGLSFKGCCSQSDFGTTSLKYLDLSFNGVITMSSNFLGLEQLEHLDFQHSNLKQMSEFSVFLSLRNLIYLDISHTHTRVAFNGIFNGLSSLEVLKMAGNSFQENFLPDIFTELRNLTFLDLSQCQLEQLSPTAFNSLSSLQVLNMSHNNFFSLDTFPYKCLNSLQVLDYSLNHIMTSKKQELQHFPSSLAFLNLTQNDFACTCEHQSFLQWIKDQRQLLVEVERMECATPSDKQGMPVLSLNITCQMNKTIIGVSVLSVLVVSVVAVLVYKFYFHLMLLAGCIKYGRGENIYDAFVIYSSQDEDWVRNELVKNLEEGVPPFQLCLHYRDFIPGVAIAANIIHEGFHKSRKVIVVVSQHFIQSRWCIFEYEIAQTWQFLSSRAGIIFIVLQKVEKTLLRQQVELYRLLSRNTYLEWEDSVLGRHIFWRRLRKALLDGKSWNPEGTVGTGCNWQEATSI
Target sequence (Q99836 whole entry, looked up): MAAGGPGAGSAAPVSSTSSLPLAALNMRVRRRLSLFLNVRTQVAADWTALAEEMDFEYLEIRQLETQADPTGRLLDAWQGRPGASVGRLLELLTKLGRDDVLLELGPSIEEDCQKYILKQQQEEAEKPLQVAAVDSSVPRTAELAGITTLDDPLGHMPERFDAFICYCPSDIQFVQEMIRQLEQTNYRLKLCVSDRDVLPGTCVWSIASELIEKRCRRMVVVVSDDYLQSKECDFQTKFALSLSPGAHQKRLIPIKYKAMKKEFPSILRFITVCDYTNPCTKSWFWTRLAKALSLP
STAT1 inh: STAT1 signaling inhibition; inhibition, % at 5.5 µM; NIH 3T3 STAT1-luciferase reporter, IFN-gamma, luminescence; 0.35% of 200,000 active; AID 920;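 active means inhibition above a set limit, the mean inhibition across all tested compounds plus 3 SD, cut at about 34% in these data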;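 further: 0% = IFN-gamma with DMSO and 100% = IFN-gamma with 300 µM nifuroxazide; values of inactives mirror those of a sister screen read the other way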
Diaphorase inh: counter-screen for diaphorase-based assays: diaphorase inhibitors and chemical oxidizers; diaphorase resazurin-to-resorufin fluorescence, NADH, 16 min; bacterial (C. kluyveri) enzyme, not human; 0.69% of 190,000 active; inhibition, % at 20 µM;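 active means primary screen inhibition at 20 µM above a set limit, cut at about 50% in these data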;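 further: plate controls were DMSO with full reaction for no effect and wells lacking NADH for full effect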
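controls = No-NADH positive control and DMSO neutral control | system = Clostridium kluyveri diaphorase enzyme | timing = reaction incubation of 16 min at room temperature | signal = resorufin fluorescence 544/590 nm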
STAT1 activator: increases IFN-gamma driven STAT1 reporter signal. NIH 3T3 STAT1-luciferase reporter, luminescence; 100% = IFN-gamma alone, no compound. activation (% of control), % at 5.5 µM. 2.6% of 200,000 active. AID 932;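 active means activation above the screen-wide mean activation plus 3 SD, cut at about 130% in these data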;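 further: raw ratio to IFN-gamma control signal so 100% means no change and 0% no light; values of inactives mirror those of a sister screen read the other way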
* marks the source's active call; other numbers are inactive results; . = not tested or not shown. Not a hit list; about 6.1% have a hit in one of these screens.

SMILES	G6PDH CS	STAT3 blocker	Hsp70 activator	STAT3 act	APP 5UTR inh	Diaph act CS	TLR4 MyD88 comp	STAT1 inh	Diaphorase inh	STAT1 activator
CCCOc1ccc(C(=O)CCC(=O)OCC(=O)N2CC(=O)Nc3ccccc32)cc1	2	-10	-0.1	107	11	0.7	3	-4	26	104
COCCN(C(=O)c1ccccc1OC1CCN(S(C)(=O)=O)CC1)C(C)C	10	9	0.1	97	-10	0.8	3	5	17	95
COc1cc(C=O)ccc1OC(=O)c1ccncc1	19	-2	-0.1	107	15	.	-11	-6	.	106
CC(C)(C)c1ccc(-c2noc(CCC(N)=O)n2)cc1	-4	43	-1.0	62	72*	1.1	3	-6	-6	105
O=C(Cn1cnc2c(nnn2Cc2ccc(Cl)cc2)c1=O)c1ccccc1	9	.	-0.2	.	-3	1.2	-1	7	-16	93
CN(C)S(=O)(=O)c1ccc(NC(=O)COc2ncnc3c2cnn3-c2ccccc2)cc1	-16	-12	-0.2	105	-9	0.9	7	-4	12	104
COc1ccc(-n2c(N3CCN(C)CC3)nc3sc4c(c3c2=O)CCCCC4)cc1	-6	4	-0.1	102	3	0.9	9	0	9	102
O=C(Nc1ccc(S(=O)(=O)N2CCOCC2)cc1)c1ccc2c(c1)S(=O)(=O)c1ccccc1C2=O	6	7	-0.3	100	-4	1	3	3	-2	97
COCCNC(=O)CSc1nc(-c2ccccc2)c(-c2ccccc2)o1	18	-25	-0.4	121	2	0.9	-3	18	8	83
CCOc1ccc(C(=O)NCC(=O)OCC(=O)Nc2ccccc2OCC)cc1	3	0	-0.5	98	-9	0.9	5	1	10	99
COc1cc(NC2c3ccccc3C(=O)N2c2cc(C)ccn2)cc(OC)c1OC (centres undefined)	-1	13	0.8	96	-13	0.8	-10	0	15	100
O=C(/C=C/c1ccc(OC(F)F)cc1)OCC(=O)N1CCN(C(=O)c2ccco2)CC1	9	2	-0.3	99	0	0.9	24	-4	10	103
C/C(=N\NC(=O)c1ccccc1)c1ccc(NC(=O)c2cccs2)cc1	-27	7	0.2	91	-79	1	-8	-39	5	136*
O=C(O)CCN1C(=O)c2ccc(NC(=O)c3ccco3)cc2C1=O	11	9	-0.3	95	-2	1	-6	-6	3	103
C(=C\c1ccccc1)/C=N/N1CCN(c2ccccn2)CC1	-34	11	0.5	98	-17	0.9	8	-35	8	132*
O=C(CSc1nc2ccccc2c(=O)n1NC(=O)Cc1ccccc1)NCc1ccccc1	-3	-2	-0.2	105	-3	1	7	3	4	97
Cc1ccc2cc(C)c(N3CCN(c4ccccn4)CC3)nc2c1	9	17	0.7	88	-18	0.8	-4	-7	22	104
O=C(O)CCc1nn2c3ccccc3nc2n(Cc2ccccc2)c1=O	6	4	0.1	100	1	1.1	-17	-2	-12	101
CN(CCC#N)C(=O)COC(=O)c1c2c(nc3ccccc13)/C(=C/c1ccco1)CC2	-23	25	-0.4	81	-19	0.7	12	4	26	97
Cc1nc2cc(-c3cccc(F)c3)nn2c(N2CCN(C(=O)c3ccco3)CC2)c1C	1	-49	-0.2	137*	-15	0.7	1	3	28	97
CCOc1ccc(S(=O)(=O)NCCCN2CCCC2=O)cc1	5	8	-0.4	99	2	0.9	-7	-1	5	100
OC(COCc1ccc(Cl)cc1)CN1CCc2ccccc2C1 (centres undefined)	7	-4	-0.5	101	-9	0.9	-3	-5	7	107
CCO/C=C/C(=O)N(C)CCC#N	1	1	-0.4	99	-15	0.9	-2	-2	11	101
Cc1cc(Cl)ccc1NC(=O)Nc1c(C)n(-c2ccccc2)c(=O)n1C	4	-2	0.0	99	1	0.9	11	6	9	95
CCCCNC(=O)c1onc(CSc2cccc(F)c2)c1C(=O)O	5	-11	-0.4	110	2	0.9	0	2	13	99
O=C(Nc1nn(Cc2ccc(Cl)cc2)cc1Br)c1ccc(COc2ccccc2Cl)o1	1	4	-0.3	95	10	0.7	16	3	26	97
N/C(=N\OC(=O)C12CC3CC(CC(C3)C1)C2)c1ccccn1	-8	-16	-0.4	111	-14	0.8	-7	-48	17	142*
Cc1nc2c(-c3ccc(F)cc3)c(C)nn2c(C)c1CCC(=O)N1CCN(c2ccc(F)cc2)CC1	-1	2	-0.2	106	-8	0.8	-10	-7	16	106
CCCNC(=O)Cn1nc(C(F)(F)F)c2c1CCC2	18	-4	0.1	105	3	.	-3	0	.	98
C=C1c2ccccc2NC(=O)N1c1ccc(C)cc1	-3	7	-0.5	95	-10	1	5	-1	3	104
O=C(N/N=C/c1ccncc1)c1ccc(-n2cccc2)cc1	2	24	-0.1	83	-1	1	0	3	4	97
O=C(OC(C(=O)NC1CCCCC1)c1ccccc1)c1ccco1 (centres undefined)	14	2	-0.1	101	4	0.9	-17	2	14	99
O=C(CCCOc1ccccc1)N1CCN(c2ccccc2)CC1	7	-2	-0.1	103	-24	0.9	-7	-32	13	131*
Cc1occc1-c1nnc(SCC(=O)Nc2ccc3c(c2)OCO3)n1CC1CCCO1 (centres undefined)	2	3	-0.2	98	6	0.9	-2	-1	13	101
CN1CCC(=NNC(=O)COc2ccc(Cl)cc2)CC1	0	-1	-0.1	106	13	1	-5	-7	1	105
O=C(c1ccco1)N1CCN(C(c2cccs2)c2nnnn2C2CCCC2)CC1 (centres undefined)	-12	5	-0.5	99	-9	1	15	2	4	98
COc1ccc(NC(=S)N/N=C2/CCCc3c(C)cc(C)cc32)cc1	-6	-4	-0.3	104	12	1	-6	-2	4	102
Cc1noc(C)c1COc1cccc(C(=O)NCc2ccccc2Cl)c1	4	13	-0.4	89	18	0.9	-7	10	14	89
COc1ccc(N2CCN(CC(=O)NC(=O)NCc3ccco3)CC2)cc1	-7	-8	-0.1	109	19	0.9	-17	-4	14	103
CCC(C)C(NC(=O)C(C)NC(=O)CNC(=O)CNC(=O)OCc1ccccc1)C(=O)OC (centres undefined)	1	-3	0.0	104	-7	1	2	-3	5	104

By substructure, those above with a cyano group.
SMILES	G6PDH CS	STAT3 blocker	Hsp70 activator	STAT3 act	APP 5UTR inh	Diaph act CS	TLR4 MyD88 comp	STAT1 inh	Diaphorase inh	STAT1 activator
CN(CCC#N)C(=O)COC(=O)c1c2c(nc3ccccc13)/C(=C/c1ccco1)CC2	-23	25	-0.4	81	-19	0.7	12	4	26	97
CCO/C=C/C(=O)N(C)CCC#N	1	1	-0.4	99	-15	0.9	-2	-2	11	101

Continuation.
SMILES	G6PDH CS	STAT3 blocker	Hsp70 activator	STAT3 act	APP 5UTR inh	Diaph act CS	TLR4 MyD88 comp	STAT1 inh	Diaphorase inh	STAT1 activator
Cc1cccc(NC(=O)CC2c3ccccc3Oc3ccccc32)c1	10	4	-0.5	100	8	0.9	7	-7	14	106
OC(COc1ccc(CNCCc2ccccc2F)cc1)CN1CCCCC1 (centres undefined)	19	0	-0.3	105	-6	1.1	-20	5	-7	94
CCN=C1SC(CC(N)=O)C(=O)N1CC (centres undefined)	11	-13	-0.4	113	11	0.9	-10	-11	13	109
CCc1cc2ccccc2nc1Cl	2	7	-0.1	97	-3	0.9	3	2	10	98
C=CCn1c(-c2cccc(OC)c2)nc2nc3ccccc3nc21	5	1	-0.1	103	-6	0.9	-10	-6	10	105
COC(=O)c1ccc2c(c1)NC(=O)C(N1CCCCC1)S2 (centres undefined)	0	13	0.1	90	0	0.9	-3	6	9	95
Cc1ccc(-c2cn(-c3ccccc3)c(SCC(=O)NC3CCS(=O)(=O)C3)n2)cc1C (centres undefined)	-2	-26	-0.2	122	-127	0.8	-6	-40	22	136*
CCN(CC)c1nc(N)nc(N(c2ccccc2)c2ccccc2)n1	7	13	-0.1	96	3	0.9	-16	0	10	100
Clc1ccc(SCCCCN2CCOCC2)cc1	3	7	0.1	94	8	0.9	0	9	12	92
CSCC[C@H](NC(=O)C1CCN(S(=O)(=O)c2ccc(C)cc2)CC1)C(=O)NC1CCS(=O)(=O)C1 (some centres undefined)	11	-2	-0.2	105	-6	0.9	-12	-13	8	112
O=C(Nc1ccc2c(c1)OCCO2)c1ccc(S(=O)(=O)N2CCCCC2)cc1	6	0	0.2	100	-22	0.7	-1	-17	34	116
CCOC(=O)Cn1nc(/C=C/c2ccc(OC)cc2)ccc1=O	.	-9	-0.3	112	.	.	6	-16	.	115
CCN(CC)S(=O)(=O)c1ccc(C(=O)NCCN(C)C)cc1	11	2	-0.2	100	-15	0.9	-4	-6	7	105
CCCCCCOc1ccc(OCC(O)CN2C(=O)NC(C)(C)C2=O)cc1 (centres undefined)	8	-14	-0.1	116	-44	0.9	7	-26	9	124
Cc1occc1-c1nnc(SCC(=O)NCc2cccs2)n1-c1ccc(F)cc1	12	5	0.1	99	-3	1	9	-2	-4	102
Cc1ccc(N2CC(C(=O)NC3=NCCS3)CC2=O)cc1C (centres undefined)	-1	10	-0.1	96	-5	1	-1	3	3	97
COc1ccc(C(C)=O)cc1COc1ccc(F)cc1	1	18	-0.4	89	9	0.9	-8	-16	15	111
O=C(CSc1nnc2ccc(-c3cccnc3)nn12)Nc1ccc(F)cc1F	-2	-9	0.0	112	-13	0.7	5	-5	28	101
CCOc1ccccc1CN1C(=O)c2ccccc2C1C(=O)NCC1CCCO1 (centres undefined)	-13	1	-0.3	102	6	0.9	-13	-1	10	101
Cn1ccnc1SCC(=O)Nc1ccc2ccccc2c1	-13	35	0.1	74	-105	0.8	-5	-37	22	140*
Cc1ccccc1-c1nnc(NC(=O)CSc2nc3ccccc3s2)s1	18	-7	0.0	106	-10	0.9	1	-3	11	103
Nc1ccc2c3c(cccc13)C(=O)N(c1ccccc1)C2=O	-1	17	-0.2	91	-3	0.9	25*	-13	15	111
CCNC(=O)n1nccc1C(C)Oc1ccccc1 (centres undefined)	9	4	0.1	98	-20	0.9	0	3	14	98
Cc1cc(C(=O)CSc2n[nH]c(-c3ccccc3F)n2)c(C)n1Cc1cccs1	0	16	0.0	90	-8	0.5	-6	7	50*	94
CCc1ccc(NC(=S)N(Cc2cccc(Br)c2)CC2CCC(C(=O)O)CC2)cc1 (centres undefined)	-2	7	-0.5	96	-17	0.9	-6	14	6	86
COc1ccc(Cl)cc1C(=O)NNC(=O)CSc1nnnn1C	0	3	-0.3	104	-18	1.1	-14	-7	-7	106
CCCCc1n[nH]c(=S)n1Cc1ccccc1	2	12	0.0	95	-12	1	10	4	4	96

Three structures from above, sorted by molar mass, ascending:
SMILES	G6PDH CS	STAT3 blocker	Hsp70 activator	STAT3 act	APP 5UTR inh	Diaph act CS	TLR4 MyD88 comp	STAT1 inh	Diaphorase inh	STAT1 activator
Nc1ccc2c3c(cccc13)C(=O)N(c1ccccc1)C2=O	-1	17	-0.2	91	-3	0.9	25*	-13	15	111
Cc1cc(C(=O)CSc2n[nH]c(-c3ccccc3F)n2)c(C)n1Cc1cccs1	0	16	0.0	90	-8	0.5	-6	7	50*	94
CCc1ccc(NC(=S)N(Cc2cccc(Br)c2)CC2CCC(C(=O)O)CC2)cc1 (centres undefined)	-2	7	-0.5	96	-17	0.9	-6	14	6	86

From PubChem
